G6PDH counter: L. mesenteroides G6PDH inhibitors, counter-screen for G6PDH-coupled screening assays, biochemical, Leuconostoc mesenteroides enzyme; hit rate 0.12% among 200,000; glucose-6-phosphate dehydrogenase [Leuconostoc mesenteroides]; inhibition, % at 5 µM; AID 1020, 2008; Purified L. mesenteroides G6PDH, diaphorase/resazurin coupled fluorescence, 45 min
Hsp70 activator: Hsp70 transcriptional activators, primary screen, cell-based, HeLa, Hsp70 promoter luciferase, luminescence, 10 µM | HeLa Hsp70 promoter luciferase reporter; scaled: vehicle 0, proteasome-inhibitor control 100% | activation, % at 10 µM | hit rate 0.04% among 200,000 | AID 1203, 2008;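 active = activation above the mean across all tested compounds plus 3 SD, cutoff set per campaign, cut at about 5.5% in these data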;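 also: 100% = MG132 at 30 µM as the positive control and 0% = DMSO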
PMI activator: activators of human PMI, primary screen, biochemical, fluorescence intensity, near-Km mannose 6-phosphate. Mannose-6-phosphate isomerase (Homo sapiens), P34949. purified human PMI, coupled resazurin fluorescence, 20 min; active compounds read high; 1 = vehicle control, 0 substrate-free wells. activation factor at 20 µM. hit rate 0.005% among 190,000. AID 1214, 2008;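 active = activation factor of 2 or more at 20 µM, relative to plate controls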
Target sequence (P34949 whole entry, looked up): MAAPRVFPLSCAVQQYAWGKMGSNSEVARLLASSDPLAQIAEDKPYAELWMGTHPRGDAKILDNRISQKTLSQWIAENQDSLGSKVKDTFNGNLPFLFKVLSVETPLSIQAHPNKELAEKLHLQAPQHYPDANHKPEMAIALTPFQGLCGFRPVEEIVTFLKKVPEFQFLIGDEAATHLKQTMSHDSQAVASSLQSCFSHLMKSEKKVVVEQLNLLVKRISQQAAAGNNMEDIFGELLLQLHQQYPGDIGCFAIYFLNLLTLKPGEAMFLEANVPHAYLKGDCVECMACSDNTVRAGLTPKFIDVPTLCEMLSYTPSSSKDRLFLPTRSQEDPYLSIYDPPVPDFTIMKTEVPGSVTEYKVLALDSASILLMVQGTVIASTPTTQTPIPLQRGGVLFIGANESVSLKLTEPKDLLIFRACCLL
PMI act hi M6P: human PMI activators, high substrate, primary screen, biochemical, fluorescence intensity, near-saturating mannose 6-phosphate; Mannose-6-phosphate isomerase (Homo sapiens), P34949; coupled PMI enzyme assay, resazurin fluorescence, 20 min; active compounds read high; 1 = untreated enzyme, 0 = substrate-free blank; activation factor at 20 µM; hit rate 0.34% among 190,000;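 active = activation factor of 2 or more at 20 µM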
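Test system: human phosphomannose isomerase with PGI, G6PDH, diaphorase coupling enzymes / Doses: 20 µM compound, 1% DMSO / Times: enzyme reaction with compound 20 min at room temperature / Measured by: Diaphorase-driven resazurin-to-resorufin fluorescence, excitation 544, emission 590 nm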
TLR4-MyD88 BLA: inhibitors of TLR4-MyD88 association in cells, primary screen, cell-based, HeLa CL3-4, BLA complementation, FRET ratio; hit rate 0.18% among 200,000; AID 861, 2007; HeLa CL3-4 TLR4/MyD88 BLA complementation; inhibition, % at 8.4 µM; in the data active = inhibition above about 25%;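 also: 0% = vehicle and 100% = reference inhibitor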
Diaphorase act: compounds boosting diaphorase resazurin reduction – biochemical, uHTS, resorufin fluorescence, counter-screen for diaphorase-coupled primary assays, primary screen; AID 1229, 2008; Diaphorase/resazurin coupled assay, 16 min; active compounds read high; 1 = vehicle wells, 0 = NADH-free wells; activation factor at 20 µM; hit rate 0.005% among 190,000;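 active = diaphorase activity raised at least twofold by the compound at 20 µM; inactive = activation factor below 2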
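Measured by – red resorufin fluorescence at 544/590 nm excitation/emission · Test system – Clostridium kluyveri diaphorase, purified enzyme · Incubation – reaction time 16 min, room temperature · Buffer or medium – 50 mM HEPES pH 7.4 with 4.542 mM MgCl2, 0.005% Tween 20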
S1P3 antag: S1P3 receptor antagonists, primary screen, cell-based | Sphingosine 1-phosphate receptor 3 (Homo sapiens), Q99500 | CHO S1P3 NFAT-BLA reporter, FRET fluorescence, antagonist mode | inhibition, % at 4.98 µM | hit rate 0.27% among 170,000 | AID 485, 2006;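 active = inhibition above the plate cutoff, the mean inhibition of test wells on that plate plus 3 SD, cut at about 28% in these data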;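 also: cells challenged with S1P at its EC80 of 0.8 µM; blue over green emission ratio from cleaved BLA substrate after 4 h stimulation; 0% = S1P-stimulated wells and 100% = unstimulated DMSO-only wells; some compounds past the cut are filed as inactive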
Target sequence (Q99500 whole entry, looked up): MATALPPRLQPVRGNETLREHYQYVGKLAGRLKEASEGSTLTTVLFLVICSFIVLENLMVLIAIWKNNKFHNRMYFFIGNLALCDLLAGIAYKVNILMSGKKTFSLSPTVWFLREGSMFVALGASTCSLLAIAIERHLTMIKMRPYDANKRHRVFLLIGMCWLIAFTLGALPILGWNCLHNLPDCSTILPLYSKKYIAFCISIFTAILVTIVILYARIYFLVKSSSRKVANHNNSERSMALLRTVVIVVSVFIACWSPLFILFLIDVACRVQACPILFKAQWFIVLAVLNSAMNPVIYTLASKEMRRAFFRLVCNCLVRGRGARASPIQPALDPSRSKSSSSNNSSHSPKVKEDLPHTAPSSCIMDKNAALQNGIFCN
DTT redox prof: compounds producing H2O2 with reducing agent – biochemical, NIH compound library profiling, artefact control for MLSCN library redox annotation, primary screen. hit rate 0.03% among 200,000. activation, % at 10 µM. DTT-dependent redox cycling H2O2, phenol red/HRP absorbance; 100% = 100 µM peroxide control, 0% = buffer;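 active = activation of at least 50% relative to the plate's high and low controls in the primary single-dose screen; inactive = activation below 50%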;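 also: compound incubated with DTT at 0.8 mM final as the reducing agent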
Lmaj promast: Leishmania major promastigote growth inhibition, primary screen; inhibition, % at 10 µM; hit rate 9% among 200,000; Leishmania major promastigotes, resazurin fluorescence viability;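 also: promastigotes grown with compound for 44 hours at 28 °C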
RAM network inh: inhibitors of the yeast RAM network, primary screen, dse1pr::URA3 reporter, 5-FOA selection; AID 868, 2007; S. cerevisiae dse1pr::URA3 reporter, 5-FOA growth OD615, 2 d; analog-sensitive cbk1-as2 kinase mutant strain; inhibition, % at 50 µM; hit rate 1.8% among 190,000;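 active = inhibition above a set limit, 3 SD over mean compound inhibition, cut at about 8.4% in these data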;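 also: 0% = DMSO-only wells with no growth and 100% = 10 µM 1-NA-PP1 full growth; inhibition rescues growth on 5-FOA so higher OD means more RAM inhibition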
Diaphorase inh: diaphorase inhibitors and chemical oxidizers, primary screen, counter-screen for diaphorase-coupled primary assays, biochemical, uHTS, resorufin fluorescence; diaphorase resazurin-to-resorufin fluorescence, NADH, 16 min; bacterial (C. kluyveri) enzyme, not human; hit rate 0.69% among 190,000; inhibition, % at 20 µM;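 active = primary screen inhibition at 20 µM above a set limit, cut at about 50% in these data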;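 also: plate controls were DMSO with full reaction for no effect and wells lacking NADH for full effect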
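Assay system: diaphorase enzyme from Clostridium kluyveri; Input: enzyme working solution with 0.14 U/mL diaphorase; Timing: 16 min at room temperature; Technique: resorufin fluorescence, excitation 544 nm, emission 590 nm; Benchmarks: positive control minus NADH, DMSO neutral control.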
Active calls of the source: *; x = no result given. Rule as the data show it, unless noted: active = inhibition above about 50%; inactive = the rest.

SMILES	G6PDH counter	Hsp70 activator	PMI activator	PMI act hi M6P	TLR4-MyD88 BLA	Diaphorase act	S1P3 antag	DTT redox prof	Lmaj promast	RAM network inh	Diaphorase inh
CCOC(=O)c1nn(-c2cccc(Cl)c2)c2nc(Nc3ccccc3)cc(=O)n12	-6	-0.5	0.9	0.9	3	0.9	2	0.1	-6	4.7	12
CN1CCN(C(=O)/C=C\C(=O)O)CC1	-7	-0.2	0.9	1	-35	0.9	-2	-1.0	49	-0.1	5
CCC(=O)N1CCc2cc(S(=O)(=O)NC(Cc3ccccc3)C(=O)Nc3nccs3)ccc21 (stereo not drawn)	6	-0.1	1	1	9	0.9	-8	-0.6	2	1.6	5
CC(=O)c1ccc(-n2c(C)ccc2-c2ccccc2)cc1	11	0.0	1	1	-14	0.9	x	0.1	5	2.4	14
O=C(Cc1ccc(S(=O)(=O)N2CCOCC2)s1)Nc1ccc(N2CCOCC2)cc1	0	-0.4	1	0.8	9	0.9	-12	0.1	-2	3.1	10
Cc1ccc2cc(C#N)c(N3CCCN(S(=O)(=O)c4ccc(F)cc4)CC3)nc2c1	15	-0.3	1.1	1	-4	0.8	x	0.7	1	2.6	20
CN(C(=O)CSc1nc(-c2ccccc2)cs1)C1CCS(=O)(=O)C1 (stereo not drawn)	3	-0.2	0.9	0.9	-2	1	x	0.9	0	0.7	0
c1ccc(Cc2nnc3sc(-c4ccc5c(c4)OCO5)nn23)cc1	x	-0.4	x	x	12	x	-10	-0.8	3	x	x
CCc1cc2c(-c3ccccc3)cc(=O)oc2cc1OC(=O)c1cccs1	-10	-0.3	1	1.1	-6	0.9	-3	0.3	39	1.3	13
CCC(C)c1ccccc1NC(=O)COC(=O)C1=COCCO1 (stereo not drawn)	3	0.0	1	1	-6	1	-8	0.1	-6	0.7	-3
CC1CCCCC1NC(=O)CN1CCC(O)(c2ccc3c(c2)OCO3)CC1 (stereo not drawn)	6	-0.1	0.8	0.9	3	0.6	-12	-0.3	30	0.7	43
Cc1nc2c3ccccc3[nH]c(=O)n2n1	4	-0.1	1	1	-1	0.9	x	3.0	-6	0.4	9
COc1ccc(N2CCN(C(=S)Nc3cc(C)ccc3C)CC2)cc1	7	-0.1	1.1	1.1	-9	1	x	1.9	-4	6.7	1
O=C(COc1ccccc1)NCCSCc1ccco1	-16	0.0	0.9	0.9	-1	0.8	-23	0.8	-6	-0.3	22
CCc1cccc2cc3c(N)c(C(=O)Nc4ccc(S(=O)(=O)N5CCCC5)cc4)sc3nc12	-19	-0.4	0.7	0.8	8	0.6	25	0.7	27	3.0	37
O=C(COC(=O)C12CC3CC(CC(C3)C1)C2)Nc1ccc(OC(F)F)cc1	-6	-0.4	0.9	0.9	-7	1	x	0.3	5	7.3	4
Cn1ccc(-c2ccccc2)n1	-4	0.2	1.1	1.1	-7	1	-2	0.9	-7	0.5	-4
Cc1cc(C)c2cccc(NC(=S)NC(=O)c3ccccc3)c2n1	0	0.0	1	0.9	6	0.9	x	-3.3	2	3.8	6
Cc1cc(NC(=O)COc2cccc3cccnc23)no1	21	-0.3	0.9	0.5	-7	1	7	1.6	12	0.1	2
CCC(c1nc2ccccc2c(=O)n1-c1cccnc1)N1C(=O)c2ccccc2C1=O (stereo not drawn)	3	0.1	1	1	2	0.8	8	3.2	-6	0.8	16
COC(=O)c1c(NC(=O)COC(=O)c2ccc(C)s2)sc2c1CCCCC2	1	-0.3	0.9	1	0	1	23	-0.7	-4	1.1	2
CC1(C)CC(=O)c2cnc(NCc3ccco3)nc2C1	-18	-0.2	0.9	1	-6	0.9	2	-0.1	-5	-1.1	11
O=C(NCC(c1cccnc1)N1CCN(c2ccccc2)CC1)c1ccc2c(c1)OCO2 (stereo not drawn)	-17	-0.1	0.8	0.9	2	0.7	-36	1.6	88*	1.0	32
Fc1ccc(-n2c(-c3ccc4ccccc4n3)n[nH]c2=S)cc1	6	-0.2	x	x	7	x	9	0.0	4	2.0	x
Cn1c(=O)[nH]c(=O)c2c1nc(Br)n2CCOc1ccccc1	3	-0.5	0.9	1.1	4	1	19	-0.2	-5	6.6	0
O=C(CSc1nnc(C2CCCCC2)n1-c1ccccc1)NCc1ccco1	-1	-0.3	1	1	2	1	11	-1.0	-2	-0.1	4
CCN(CC)S(=O)(=O)c1ccc(N2CCCC2)c(NC(=O)Cc2ccc(OC)cc2)c1	4	-0.4	1	0.7	1	0.8	-14	-0.4	-2	2.7	21
CCN(Cc1ccncc1)S(=O)(=O)c1ccc(C(C)=O)cc1	9	-0.2	1.1	1.1	8	1.2	-15	-0.3	0	-1.1	-22
CCCCNC(=O)/C(=C\c1ccc([N+](=O)[O-])o1)NC(=O)c1ccccc1	-4	-0.2	1.2	1.1	-12	0.9	-21	-0.2	67*	2.9	6
CN(CC(=O)N1CCCc2c1c(=O)oc1ccc(O)cc21)Cc1ccccc1	-9	-0.3	0.9	1	2	0.9	10	-0.7	-6	0.3	7
O=C(NCCc1ccncc1)Nc1ccc(Cl)c(Cl)c1	-2	-0.4	1	1	7	1	-16	-2.4	96*	-0.1	-1
Cc1noc2ncnc(Oc3ccc(F)cc3)c12	10	-0.3	1	0.9	-14	0.9	x	-4.9	2	-0.1	14
COc1cc(NC(=O)COc2ccccc2[N+](=O)[O-])ccc1NC(=O)c1cccs1	20	-0.1	0.8	0.9	-18	0.9	3	1.8	-5	2.7	12
O=C(Nc1cccc(-c2cn3c(n2)SCC3)c1)c1ccc(Br)o1	6	0.1	1	1.1	-8	1	0	0.5	32	1.0	-1
Cc1ccc(N2CC(C(=O)N3CCN(c4ccccc4)CC3)CC2=O)cc1 (stereo not drawn)	-6	0.3	0.9	0.9	-7	0.8	-14	0.4	-1	3.0	17
COc1cc2c(cc1NC(=O)c1ccc3c(c1)OCO3)oc1ccccc12	-2	0.3	0.8	0.8	8	0.7	-8	3.2	-5	3.3	29

A draw from above in order of length of the SMILES, lowest first:
SMILES	G6PDH counter	Hsp70 activator	PMI activator	PMI act hi M6P	TLR4-MyD88 BLA	Diaphorase act	S1P3 antag	DTT redox prof	Lmaj promast	RAM network inh	Diaphorase inh
Cc1noc2ncnc(Oc3ccc(F)cc3)c12	10	-0.3	1	0.9	-14	0.9	x	-4.9	2	-0.1	14
O=C(NCCc1ccncc1)Nc1ccc(Cl)c(Cl)c1	-2	-0.4	1	1	7	1	-16	-2.4	96*	-0.1	-1
CCN(Cc1ccncc1)S(=O)(=O)c1ccc(C(C)=O)cc1	9	-0.2	1.1	1.1	8	1.2	-15	-0.3	0	-1.1	-22
Cn1c(=O)[nH]c(=O)c2c1nc(Br)n2CCOc1ccccc1	3	-0.5	0.9	1.1	4	1	19	-0.2	-5	6.6	0
Fc1ccc(-n2c(-c3ccc4ccccc4n3)n[nH]c2=S)cc1	6	-0.2	x	x	7	x	9	0.0	4	2.0	x
O=C(CSc1nnc(C2CCCCC2)n1-c1ccccc1)NCc1ccco1	-1	-0.3	1	1	2	1	11	-1.0	-2	-0.1	4
Cc1ccc(N2CC(C(=O)N3CCN(c4ccccc4)CC3)CC2=O)cc1 (stereo not drawn)	-6	0.3	0.9	0.9	-7	0.8	-14	0.4	-1	3.0	17
CN(CC(=O)N1CCCc2c1c(=O)oc1ccc(O)cc21)Cc1ccccc1	-9	-0.3	0.9	1	2	0.9	10	-0.7	-6	0.3	7
CCCCNC(=O)/C(=C\c1ccc([N+](=O)[O-])o1)NC(=O)c1ccccc1	-4	-0.2	1.2	1.1	-12	0.9	-21	-0.2	67*	2.9	6
COc1cc(NC(=O)COc2ccccc2[N+](=O)[O-])ccc1NC(=O)c1cccs1	20	-0.1	0.8	0.9	-18	0.9	3	1.8	-5	2.7	12

(next part)
SMILES	G6PDH counter	Hsp70 activator	PMI activator	PMI act hi M6P	TLR4-MyD88 BLA	Diaphorase act	S1P3 antag	DTT redox prof	Lmaj promast	RAM network inh	Diaphorase inh
CC(C)CCN(C(=O)Cc1ccc(Cl)c(Cl)c1)c1c(N)n(Cc2ccccc2)c(=O)[nH]c1=O	1	-0.2	1.2	1.1	0	1.2	-4	0.3	-3	5.9	-16
O=C(Nc1ccc(Br)cc1F)c1ccncc1	1	-0.2	1	1	-3	0.9	-13	1.9	3	-0.5	6
Cc1ccc(C(=O)N2CCN(C(=O)N3CCOCC3)CC2)cc1	1	-0.5	1	0.9	6	0.9	x	0.2	-4	1.5	6
CCC1(CC)NC(=O)N(CC(=O)N2N=C(c3ccc(Cl)cc3)CC2c2ccco2)C1=O (stereo not drawn)	7	-0.4	1.1	1.1	11	0.9	2	-0.7	22	0.1	12
CC(NS(=O)(=O)c1ccccc1)C(=O)NCc1ccco1 (stereo not drawn)	8	-0.2	0.9	1	-6	0.9	x	0.2	-4	0.8	10
N#C/C(=C\c1cn(Cc2ccc(F)cc2)c2ccccc12)C(=O)NCc1ccco1	-10	-0.3	1	1.1	63*	1	-2	0.1	13	5.3	0
O=S(=O)(c1cccc2nonc12)N1CCN(c2ccccc2F)CC1	12	-0.2	0.9	0.9	15	0.8	4	-0.6	-3	2.8	15
O=[N+]([O-])c1ccc(Sc2cccc3cccnc23)c([N+](=O)[O-])c1	22	-0.2	1	1	6	0.8	x	-0.1	96*	2.6	15
COc1ccc(S(=O)(=O)N2CCCC2C(=O)n2nc(C)cc2C)cc1 (stereo not drawn)	0	-0.2	1.1	1.1	1	1	-18	-9.2	3	1.8	2

High-throughput results deposited in PubChem BioAssay by several laboratories.
